HDAC3 inhib: inhibitors of human histone deacetylase 3; O15379; recombinant HDAC3, fluorogenic peptide/trypsin coupled, fluorescence; inhibition, % at 8.3 µM; 0.15% of 320,000 active; AID 2718; in the data active means inhibition above about 26%, passing the limit was not always enough; inconclusive means no clear call, values can overlap the other calls
Target sequence (O15379 whole entry, looked up): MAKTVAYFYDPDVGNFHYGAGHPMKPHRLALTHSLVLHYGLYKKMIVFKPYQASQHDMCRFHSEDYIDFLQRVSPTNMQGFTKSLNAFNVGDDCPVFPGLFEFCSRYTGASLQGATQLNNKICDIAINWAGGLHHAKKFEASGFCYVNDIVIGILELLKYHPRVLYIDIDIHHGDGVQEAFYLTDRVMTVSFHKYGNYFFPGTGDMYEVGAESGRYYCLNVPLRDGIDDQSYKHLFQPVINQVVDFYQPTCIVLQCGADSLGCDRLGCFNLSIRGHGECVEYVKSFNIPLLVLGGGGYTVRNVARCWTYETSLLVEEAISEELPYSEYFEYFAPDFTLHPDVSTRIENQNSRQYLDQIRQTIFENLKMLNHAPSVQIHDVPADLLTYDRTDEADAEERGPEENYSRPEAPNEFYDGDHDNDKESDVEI
AI-2 QS mod: Vibrio harveyi AI-2 quorum sensing modulation | activity change, % at 7.5 µM | Vibrio harveyi JMH597 AI-2 luminescence/OD600 ratio, 9 h; stronger effect = lower value; strain lacks LuxN and CqsS sensors; 0 = neutral-control median | AID 2094 | 0.4% of 300,000 active; in the data active means activity change below about -75%, passing the limit was not always enough; inconclusive means no clear call, values can overlap the other calls;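 further: luminescence divided by OD600 gain over 9 h not by final OD600 alone; inactives centre near 13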
PolyA inh: blocks polyadenylation in yeast reporter cells. S. cerevisiae SKY197-pL101 polyadenylation reporter, beta-gal luminescence; efflux-impaired pdr1/pdr3 knockout yeast; score 100 = 6 SD above DMSO. calls only at 12 µM. 0.02% of 300,000 active. AID 1875;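 active means lowest replicate activity score at least 50, where 100 means six control SD above control mean; inconclusive means lowest score under 50 but half or more replicates reach 50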;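 further: yeast exposed to compound for 9 h at 30 °C; higher score means more reporter readthrough which indicates perturbed polyadenylation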
HSF1 inhib: HSF1 inhibition; NIH3T3-HGL HSE-luciferase, MG132-induced, luminescence 8 h; stronger effect = lower value; 0.77% of 300,000 active; activity change, negative = inhibition, % at 7.5 µM (by protocol); AID 2098;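 active means more than half of replicate wells show activity change below -50%, luminescence cut by over half; inconclusive means some wells, but at most half, below -50%; inactive means no replicate well below -50%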;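 further: luciferase reports HSF-1 transcriptional activity via heat shock element; 0% = median of DMSO wells and -100% = zero luminescence signal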
DYRK1A inh: blocks rat Dyrk1A kinase activity; Q63470; ADP-Glo luminescence, NFATc1 peptide; inhibition, % at 12.5 µM; 0.43% of 310,000 active; in the data active means inhibition above about 50%;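 further: plate controls were vehicle with enzyme for no effect and no enzyme for full effect; many of its hits are not listed in these tables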
GSK3B inh: human GSK3beta kinase inhibition; GST-GSK3beta kinase, ADP-Glo luminescence, 60 min; stronger effect = lower value; activity score (negative = inhibition), % at 10 µM; 0.038% of 300,000 active;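 active means more than half of replicate wells score below -50%, meaning over 50% inhibition versus plate controls; inconclusive means some replicates but at most half score below -50%; inactive means no replicate scores below -50%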;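 further: 0% = median DMSO wells and -100% = median GW8510 positive control wells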
Target sequence (P49841 whole entry, looked up): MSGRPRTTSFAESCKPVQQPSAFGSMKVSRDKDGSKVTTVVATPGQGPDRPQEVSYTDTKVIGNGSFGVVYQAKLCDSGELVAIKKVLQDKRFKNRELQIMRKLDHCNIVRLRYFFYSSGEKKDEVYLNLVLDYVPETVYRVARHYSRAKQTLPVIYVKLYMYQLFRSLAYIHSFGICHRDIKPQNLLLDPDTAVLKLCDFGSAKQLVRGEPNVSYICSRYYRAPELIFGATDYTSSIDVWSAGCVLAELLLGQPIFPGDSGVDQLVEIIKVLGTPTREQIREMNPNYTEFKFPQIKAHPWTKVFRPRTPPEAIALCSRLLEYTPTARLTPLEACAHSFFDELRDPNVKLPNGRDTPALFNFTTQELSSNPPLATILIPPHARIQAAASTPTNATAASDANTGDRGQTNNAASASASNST
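Test system: GST-tagged human GSK3beta kinase, cell-free; evaluation: activity score scaled between in-plate DMSO and GW8510 controls; measured by: ADP-Glo luminescence; incubation: 60 min reaction, RT; benchmarks: DMSO and 20 µM GW8510; reagent: peptide substrate plus 25 µM ATP (final); medium: Tris/MgCl2 kinase buffer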
GSK3A inh: blocks human GSK-3 alpha kinase | P49840 | ADP-Glo luminescence, 60 min | inhibition, % at 10 µM | 0.1% of 320,000 active | AID 2650;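 in the data active means inhibition above about 50%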;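 further: GST-tagged GSK-3 alpha with peptide substrate and 25 µM ATP; 0% = DMSO neutral wells and 100% = GW8510 positive control wells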
HSF1 activator: increases HSF-1 driven luciferase reporter signal. NIH3T3-HGL HSF-1 luciferase reporter, MG132, 8 h; 100% = twice DMSO control signal. activation, % at 9 µM. 1.7% of 300,000 active. AID 504408;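 active means mean replicate activation of at least 50% with a set share of replicates each reaching 50%; inconclusive means only one of those two conditions met; inactive means mean below 50% and too few replicates reaching it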;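 further: 0% = median of the neutral control wells and 100% = twice that signal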
Platelet DG rel: platelet dense granule release activity | human platelet-rich plasma, SFLLRN dense granule ATP release, luminescence | inhibition, %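 (compounds screened at 7.5 µM in platelet-rich plasma)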 | 0.22% of 300,000 active;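 active means mean replicate score, as percent of positive control, at or above 50; inconclusive means mean below 50 but at least one replicate at or above 50; inactive means mean and every replicate below 50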
HSP90 refold inh: inhibitors of HSP90 luciferase refolding in rabbit reticulocyte lysate; inhibition, % at 5.6 µM; 0.91% of 290,000 active; luciferase refolding luminescence, 3 h;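 active means inhibition above the screen-wide mean plus 3 SD, computed separately per campaign, cut at about 16% in these data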;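 further: 0% = DMSO wells and 100% = 60 µM geldanamycin wells; inhibitors lower the luminescence because luciferase stays unfolded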
* marks the source's active call; other numbers are inactive results; i = inactive; ? = inconclusive; . = no result given. These rows are one share of the data. The share of hits here may be higher or lower than overall.

HDAC3 inhib	AI-2 QS mod	PolyA inh	HSF1 inhib	DYRK1A inh	GSK3B inh	GSK3A inh	smiles	HSF1 activator	Platelet DG rel	HSP90 refold inh
10	31	i	-6	-1	-7	.	Cc1cnn(-c2nc(-c3cccs3)cc(C(F)(F)F)n2)c1	2	4	5
3	4	i	-7	-4	1	-1	CCOc1ccc(NC(=O)CCSc2nnc(C)s2)cc1	-2	-5	-4
-9	1	i	-4	0	-4	-1	COc1ccc(C(=O)NC(C)c2nnc(SCC(=O)NC3=NCCS3)n2C)cc1 (stereo not given)	5	2	3
-5	13	i	1	5	5	0	CCOC(=O)N1CCN(C(=O)COc2cccc3c2CCN(Cc2ccccc2F)C3=O)CC1	11	-11	-1
3	36	i	-6	-16	1	.	CCCCNC(=O)c1onc(CSc2ccccc2)c1C(=O)O	6	-2	-10
-1	0	i	2	2	0	-4	CCOc1ccc(C(=O)Nc2ccc(N3CCN(C)CC3)cc2)cc1Br	-6	0	3
10	18	i	-6	-5	1	-1	O=C(c1cc2cc(Cl)cc(Cl)c2oc1=O)N1CCOCC1	-1	-3	-1
-2	5	i	17	23	-3	-3	Cc1ccc(N=C(NO)c2nonc2N)cc1	12	0	2
-6	11	i	-6	0	2	-2	COc1ccc(Br)cc1C(=O)NC(=S)Nc1ccc2[nH]c(=O)[nH]c2c1	-16	8	9
1	11	i	2	-4	-2	-1	COC(=O)c1c(NC(=O)C2CCCO2)sc2c1CCC2 (stereo not given)	-8	0	5
-2	-11	i	18	-5	1	0	COc1cccc(NC(=O)CC2S/C(=N\S(=O)(=O)c3ccccc3)N(c3ccccc3)C2=O)c1 (stereo not given)	22	2	5
-1	-13	i	.	-7	1	-3	Cc1ccc(Nc2nc3c(c(=O)[nH]2)CCCC3)cc1	.	-5	0
0	22	i	4	-2	3	-2	CCn1cc([N+](=O)[O-])c(C(=O)Nc2ccc(Cn3nc(C)cc3C)cc2)n1	-5	4	-1
9	24	i	1	12	3	-2	COc1nccnc1NS(=O)(=O)c1ccc(N=Cc2c(C)[nH]n(-c3ccccc3)c2=O)cc1	12	-13	2
2	36	i	1	4	1	1	Cn1ccnc1Sc1nc2c(c(=O)n(C)c(=O)n2C)n1C	6	14	-1
.	17	i	-2	0	3	-3	Cc1ccccc1NC(=O)Cc1nc(COC(=O)c2ccc(Cl)nc2)cs1	2	4	.
3	10	i	-5	0	0	3	CCOC(=O)c1sc(NC(=O)/C=C/c2c(F)cccc2Cl)nc1C	-10	8	2
0	11	i	14	1	4	-2	Clc1ccc(SCc2cc(Cl)nc(-c3ccccc3)n2)cc1	25	12	0
3	13	i	.	-7	-6	2	CCn1c(SCC(=O)N/N=C/c2ccc(OC)c(OC)c2)nc2ccccc21	.	1	0
-5	8	i	0	4	-2	-2	COc1cc(CN2CC(=O)N(c3ccc(C)cc3)C2=S)cc(OC)c1OC	11	18	-4
-2	7	i	-10	1	2	.	CCCn1c(=S)[nH]c2cc(C(=O)N3CCc4ccccc4C3)ccc2c1=O	0	4	3
-2	5	i	.	10	3	0	CC(C)C(c1nnnn1C1CCCC1)N1CCN(C(=O)c2ccco2)CC1 (stereo not given)	.	-5	0
3	-6	i	-4	1	4	-1	COc1ccc(CNC(=O)c2ccc3ccccc3n2)cc1OC	18	12	4
-2	27	i	-4	.	2	-1	CCOc1ccc(/C(O)=C2/C(=O)C(=O)N(c3cc(C)on3)C2c2ccc(C(=O)OC)cc2)cc1 (stereo not given)	0	2	4
.	15	i	-5	-2	-4	.	CCn1ncc(CN2CCC(C(=O)Nc3cccc(-c4cccc(F)c4)c3)CC2)c1C	2	0	1
4	22	i	0	1	2	0	CCn1cc(C(=O)O)c(=O)c2cc(Br)ccc21	11	5	1
-14	4	i	-2	6	1	2	Cc1noc(C)c1S(=O)(=O)N1CCCC(C(=O)Nc2nccs2)C1 (stereo not given)	1	-7	1
-4	17	i	22	.	0	3	O=C(N/N=C/c1cc(Br)cs1)c1ccc2c(c1)OCCO2	57*	3	0
9	0	i	3	2	1	-4	O=c1oc2ccccc2nc1/C=C(O)/C=C\c1ccccc1	-4	-39	6
1	25	i	-2	10	-1	0	COc1ccc(/C(C)=N/NC(=O)Cn2nc([N+](=O)[O-])cc2C)cc1	-6	3	30*
-2	14	.	.	-1	-6	.	Cc1cc(O)c(C2(C(F)(F)F)NCCNC2=O)cc1C (stereo not given)	.	5	1
?	23	i	3	10	0	2	O=C1CN(C(=O)CCCc2c[nH]c3ccccc23)c2ccccc2N1	13	.	3
2	15	i	21	-1	0	-2	O=C(Nc1ccc(Cl)cc1)c1cc(-c2cccs2)on1	27	-18	-3
1	4	i	-4	3	4	-1	Cc1cc(C)c2c(=O)n(CC(=O)Nc3ccc(Br)c(C)c3)sc2n1	5	6	1
7	7	i	5	-1	-2	-2	Cc1ccc(C(=O)CC2C(=O)N(c3ccccc3)C(=S)N2c2ccccc2)cc1 (stereo not given)	31	3	2
1	4	i	3	7	1	-4	CCN(C(=O)Cn1nc(C)c([N+](=O)[O-])c1C)C1CCS(=O)(=O)C1 (stereo not given)	3	-10	.
-2	19	i	2	6	3	1	COc1ccc(NS(=O)(=O)c2cc(C(=O)N3CCN(C(C)=O)CC3)ccc2Cl)cc1	-7	2	-2
1	21	i	3	-2	-2	-2	O=C(CSc1nccc(=O)[nH]1)NCc1ccc2c(c1)OCO2	3	-7	-4
9	7	i	2	2	2	0	Cc1cc(N2CCCCC2)nc(N2CCOCC2)n1	7	0	-2
5	36	i	7	-3	1	1	Cc1csc(=O)n1CCC(=O)O	9	-3	0

Exported with two lines to a compound: seven of the compounds above.
Sequence of screens: HDAC3 inhib	AI-2 QS mod	PolyA inh	HSF1 inhib	DYRK1A inh	GSK3B inh	GSK3A inh	HSF1 activator	Platelet DG rel	HSP90 refold inh
> O=C(CSc1nccc(=O)[nH]1)NCc1ccc2c(c1)OCO2
    1	21	i	3	-2	-2	-2	3	-7	-4
> O=C(N/N=C/c1cc(Br)cs1)c1ccc2c(c1)OCCO2
    -4	17	i	22	.	0	3	57*	3	0
> O=C1CN(C(=O)CCCc2c[nH]c3ccccc23)c2ccccc2N1
    ?	23	i	3	10	0	2	13	.	3
> Cc1noc(C)c1S(=O)(=O)N1CCCC(C(=O)Nc2nccs2)C1 (stereo not given)
    -14	4	i	-2	6	1	2	1	-7	1
> Cc1cc(O)c(C2(C(F)(F)F)NCCNC2=O)cc1C (stereo not given)
    -2	14	.	.	-1	-6	.	.	5	1
> COc1ccc(CNC(=O)c2ccc3ccccc3n2)cc1OC
    3	-6	i	-4	1	4	-1	18	12	4
> COc1ccc(NS(=O)(=O)c2cc(C(=O)N3CCN(C(C)=O)CC3)ccc2Cl)cc1
    -2	19	i	2	6	3	1	-7	2	-2

The list continues.
HDAC3 inhib	AI-2 QS mod	PolyA inh	HSF1 inhib	DYRK1A inh	GSK3B inh	GSK3A inh	smiles	HSF1 activator	Platelet DG rel	HSP90 refold inh
2	17	i	-7	10	2	2	O=C(CSCc1cnn(-c2ccccc2)c1-n1cccc1)NCC1CCCO1 (stereo not given)	4	0	-1
-3	12	i	-7	-3	1	-3	CN1CCN(C(=O)/C=C\C(=O)O)CC1	-4	17	6
3	23	i	-8	.	0	-2	NC(=O)[C@H]1CC2(CC(c3cccc(NC(=O)[C@H]4CCC(=O)N4)c3)=NO2)CN1C(=O)CC(c1ccccc1)c1ccccc1 (stereo not given in full)	-6	0	.
4	-7	i	2	1	3	-2	CCn1cnc2c(cnn2-c2ccccc2)c1=O	8	8	-4
1	26	i	-5	16	-2	8	O/N=C/CCn1c(=S)sc2ccccc21	-7	1	2
5	48	i	5	16	1	-3	Cc1ccc(-n2nnnc2SCC(=O)N2CCc3ccccc3C2)c(C)c1	37	1	1
-9	25	i	-4	4	1	-1	N#Cc1c(-c2cccc(F)c2)cc(-c2ccccc2)nc1Br	14	0	-1
7	17	i	13	1	-2	-7	COc1cc(CNCCN2CCOCC2)ccc1OCc1ccc(Cl)cc1	39	-7	-2
4	-8	i	0	-7	5	1	CC(Sc1nc(-c2ccccc2)cc(=O)[nH]1)C(=O)O (stereo not given)	8	2	-4
-13	16	i	5	.	2	2	COc1ccccc1CNC(=O)c1cccs1	-8	-4	5
1	14	i	-5	2	3	-6	O=C(O)CC1(CC(=O)Nc2cc(C(F)(F)F)cc(C(F)(F)F)c2)CCCCC1	-5	15	-6
0	19	i	13	-9	-2	-1	CC(=O)Oc1ccc(C(=O)[C@H]2[C@H]3C(=O)N(c4ccc5ccccc5c4)C(=O)[C@H]3[C@@H]3C=CC=NN32)cc1	5	13	4
6	28	i	0	14	2	-1	COc1ccc(/C=N/NC(=O)c2ccccc2O)cc1COc1ccccn1	4	1	4
-1	1	i	-2	5	1	-2	N#Cc1ccc(COC(=O)c2cccnc2Cl)cc1	4	-7	2
2	32	i	-5	-4	1	-2	Cc1cc(=O)n(Cc2ccccc2)c2c(C)cccc12	-2	6	-3
3	20	i	-33	-4	1	-2	Cc1cc(-c2nnc(SCC(=O)Nc3ccccc3C(F)(F)F)n2N)n[nH]1	-45	-8	-1
21	5	i	4	-4	3	0	CCCSc1ccc([C@@H]2[C@@H]3C(=O)N(C)C(=O)[C@@H]3[C@]3(C(=O)OC)CCCCN23)cc1OC	-8	-3	.
8	12	i	5	0	-5	1	CCCn1c2ccccc2c2nnc(SC(CC)C(=O)Nc3sc4c(c3C#N)CCCC4)nc21 (stereo not given)	-3	3	3
